From PubChem
A3A deaminase: APOBEC3A ssDNA deaminase inhibitors, primary screen, selectivity assay for APOBEC3G inhibitor project, biochemical, FAM/TAMRA oligo cleavage fluorescence. recombinant A3A, FAM/TAMRA ssDNA deamination fluorescence. inhibition, % at 20 µM. 330,000 compounds, 0.41% hits;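 active means at least 40% inhibition at 20 µM here, with at most 30% in a related deaminase screen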;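 further: plate controls were A3A with DMSO for no effect and wells lacking A3A enzyme for full effect; some results filed as inactive read as strong as hits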
Target sequence (P31941 whole entry, looked up): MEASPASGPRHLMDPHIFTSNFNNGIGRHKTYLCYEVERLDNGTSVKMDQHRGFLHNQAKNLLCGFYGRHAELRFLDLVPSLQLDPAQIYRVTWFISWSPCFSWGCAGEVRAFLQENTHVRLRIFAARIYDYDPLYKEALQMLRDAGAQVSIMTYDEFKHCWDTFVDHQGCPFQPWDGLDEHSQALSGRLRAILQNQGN
CXCR6 inh: CXCR6 receptor inhibitors, primary screen, cell-based, beta-arrestin, luminescence, CHO-K1 PathHunter, 1536-well | inhibition, % at 20 µM | 360,000 compounds, 0.36% hits; in the data active means inhibition above about 34%, passing the limit was not always enough;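 further: antagonist mode with CXCL16 agonist at 10 nM final; 0% = 10 nM CXCL16 with DMSO and 100% = unstimulated wells without agonist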
NR3A LBD binder: binders of NR3A ligand-binding domain, primary screen, biophysical, differential scanning fluorimetry, uHTS. AID 1259313, 2017. 340,000 compounds, 2.5% hits. Tm shift relative to glycine control, % at 25 µM. NR3A LBD differential scanning fluorimetry, Tm shift; 0% = protein alone, 100% = glycine-bound protein. Glutamate receptor ionotropic, NMDA 3A (GRIN3A) ligand-binding domain;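 active means melting temperature shift of at least 10% of the positive control shift, at one fixed dose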
Gli-Sufu block: Gli-Sufu pathway antagonists, primary screen, luciferase luminescence, Sufu-KO-LIGHT cells, uHTS | inhibition, % at 5 µM | 340,000 compounds, 0.74% hits | Sufu-KO-LIGHT fibroblasts, Gli luciferase reporter luminescence;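 active means inhibition above about 55%, limit read from the data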;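 further: 0% = DMSO-treated cells and 100% = wells with medium but no cells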
APOBEC3G inh: APOBEC3G DNA deaminase inhibitors, primary screen, biochemical, fluorescence, single-stranded DNA substrate, uHTS; DNA dC->dU-editing enzyme APOBEC-3G (Homo sapiens), Q9HC16; recombinant A3G, ssDNA deamination FAM/TAMRA fluorescence; 330,000 compounds, 0.28% hits; inhibition, % at 20 µM;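 active means inhibition of at least 40% at 20 µM, with no more than 30% in the related APOBEC3A deaminase screen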;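 further: plate controls were DMSO wells with A3G for no effect and wells lacking A3G enzyme for full effect; some compounds called inactive have numbers as strong as hits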
Target sequence (Q9HC16 whole entry, looked up): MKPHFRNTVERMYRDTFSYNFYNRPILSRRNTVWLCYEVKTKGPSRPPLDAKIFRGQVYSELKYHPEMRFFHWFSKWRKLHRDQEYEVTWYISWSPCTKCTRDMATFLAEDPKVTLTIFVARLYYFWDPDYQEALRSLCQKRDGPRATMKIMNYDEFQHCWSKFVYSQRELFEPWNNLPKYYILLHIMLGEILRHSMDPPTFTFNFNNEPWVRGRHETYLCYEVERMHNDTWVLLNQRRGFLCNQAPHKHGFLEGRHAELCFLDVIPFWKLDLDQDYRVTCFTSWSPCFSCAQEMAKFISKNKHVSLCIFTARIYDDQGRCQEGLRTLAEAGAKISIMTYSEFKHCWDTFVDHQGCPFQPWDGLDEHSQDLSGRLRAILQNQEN
CCR6 antag: CCR6 receptor antagonists, primary screen, cell-based, CHO-K1, luminescence, beta-arrestin, uHTS | C-C chemokine receptor type 6 (Homo sapiens), P51684 | CHO-K1 CCR6 PathHunter beta-arrestin, CCL20-stimulated | inhibition, % at 20 µM | 340,000 compounds, 0.49% hits;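 active means compounds whose inhibition of the agonist-driven luminescence signal at 20 µM reaches about 50%, limit read from the data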;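 further: cells stimulated with CCL20 at 14 nM final; plate controls were DMSO with CCL20 for no effect and DMSO without agonist for full effect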
EBI2 block: EBI2 receptor antagonists, beta-arrestin recruitment, primary screen, cell-based, luminescence, 7a,25-OHC stimulation, uHTS. G-protein coupled receptor 183 (Homo sapiens), P32249. 7a,25-OHC stimulated. inhibition, % at 5 µM. 360,000 compounds, 0.81% hits; in the data active means inhibition above about 38%;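 further: enzyme fragment complementation signal reports receptor beta-arrestin coupling in cells; 0% = agonist plus DMSO wells and 100% = wells without agonist; some results beyond the cut were filed as inactive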
Target sequence (P32249 whole entry, looked up, the tested form may be a part): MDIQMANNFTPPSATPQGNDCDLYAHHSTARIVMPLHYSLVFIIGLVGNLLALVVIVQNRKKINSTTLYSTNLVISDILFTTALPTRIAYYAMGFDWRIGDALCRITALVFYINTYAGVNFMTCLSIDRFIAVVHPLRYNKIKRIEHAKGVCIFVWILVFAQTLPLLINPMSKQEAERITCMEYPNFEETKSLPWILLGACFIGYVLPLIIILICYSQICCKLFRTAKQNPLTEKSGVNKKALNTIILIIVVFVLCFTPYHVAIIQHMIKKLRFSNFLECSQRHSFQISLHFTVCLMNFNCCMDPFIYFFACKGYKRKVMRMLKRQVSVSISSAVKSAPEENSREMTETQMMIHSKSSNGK
MPTP inh: mitochondrial permeability transition pore inhibitors, primary screen, biochemical, isolated mouse mitochondria, absorbance; inhibition, % at 10 µM; 360,000 compounds, 1.4% hits; Ca2+ swelling absorbance, 30 min; AID 602449, 2012;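 active means inhibition of 50% or more, scaled per plate between neutral and stimulator controls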;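 further: 0% = DMSO wells given calcium and 100% = 1 mM EGTA wells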
* marks the source's active call; other numbers are inactive results; nt = no result given.

No.	mol	A3A deaminase	CXCR6 inh	NR3A LBD binder	Gli-Sufu block	APOBEC3G inh	CCR6 antag	EBI2 block	MPTP inh
1	CCOc1ccccc1NC(=O)c1ccc2c(c1)C(=O)N(CC(C)C)C2=O	-1	-7	0	20	-3	-14	12	0.3
2	COc1cc(CNC2CCCC2)cc(OC)c1OC	-7	6	2	3	-8	8	4	-0.7
3	CN(C)CCC(C(=O)c1ccccc1)c1ccncc1 (stereo not given)	nt	-2	-1	6	nt	2	3	-2.3
4	Cc1ccc(C2=[N+]([O-])C3(CCCCC/C3=N\O)N(O)C2(C)C)o1 (stereo not given)	-4	0	0	3	3	25	-1	0.7
5	Cc1ccccc1-c1nc(CS(=O)(=O)CC(=O)N2CCCCC2)c(C)o1	-2	-1	-3	4	5	-4	4	-2.1
6	O=C(CCNC(=O)c1ccccc1Cl)NCc1cccnc1	31	-3	0	-7	-8	1	-6	-1.3
7	O=C(Nc1ccc(F)cc1)NC1CCCc2ccccc21 (stereo not given)	-2	-2	2	-1	-3	-14	9	-0.4
8	COc1ccc(-c2noc(CCC(=O)NCCCN3CCN(c4ccc(F)cc4)CC3)n2)cc1	-4	-10	-2	-9	-2	7	-8	23
9	COc1cc(CC2C(=O)Nc3ccccc32)cc(C)c1O (stereo not given)	1	-3	1	6	-4	-1	-4	-0.8
10	COc1cccc(NC(C)C(=O)N2CC(C)OC(C)C2)c1 (stereo not given)	-6	5	-1	-15	-9	-8	-5	1.2
11	CCCCOc1ccccc1P(=O)(O)CP(=O)(c1ccccc1)c1ccccc1	7	-7	0	0	4	-4	-6	-2.0
12	Cc1ccc(Nc2c3c(nc4ncnn24)CC(C)CC3)cc1 (stereo not given)	-3	10	-4	15	-3	1	-24	-0.7
13	Cc1oc2cc3oc(=O)c(CCC(=O)N(C)CC(=O)O)c(C)c3cc2c1C	-2	-2	0	1	-4	4	-5	-0.7
14	COc1cccc(NS(=O)(=O)c2ccc3c(c2)n(C)c(=O)c(=O)n3C)c1	2	7	1	2	-4	10	-8	1.2
15	Cc1cc2cc(C)c3nnc(SCC(=O)NCc4ccc5c(c4)OCO5)n3c2cc1C	0	-6	-3	7	-6	14	-7	5.4
16	C[C@H](NC(=O)c1nc[nH]c1C(=O)N1CCN(C(=O)OC(C)(C)C)CC1)c1ccccc1	0	-5	1	2	0	6	4	1.5
17	Cc1nn(CC(=O)c2ccccc2)c(=O)c2nn(-c3ccccc3F)c(C)c12	-5	5	4	0	1	17	-4	-5.0
18	O=C(CN1C(=O)NC2(CCCCC2)C1=O)Nc1nc2c(F)cc(F)cc2s1	-2	-2	-4	5	-11	-6	4	1.3
19	CCCS(=O)(=O)c1nc(S(=O)(=O)c2ccc(C)cc2)c(N2CCOCC2)s1	2	6	2	3	-2	21	8	-1.1
20	COc1ccc(N=Nc2ccc(CO)cc2)cc1	0	7	-1	-49	3	1	-9	3.3
21	Cc1nn(C)c(C(=O)Sc2ccccc2)c1[N+](=O)[O-]	-1	14	2	-5	-8	28	-24	1.9
22	Cc1cc(CNC(=O)COc2ccccc2)c2ccccc2n1	nt	4	0	nt	nt	7	0	6.6
23	O=C(O)c1ccccc1SC1CC(=O)N(c2ccccc2)C1=O (stereo not given)	2	-3	-5	-5	-4	9	1	-5.4
24	CNc1nc(SCC(=O)OC)nc(N2CCOCC2)n1	-5	-9	-2	4	-5	-11	-1	-0.2
25	CCN(c1ccccc1)S(=O)(=O)c1ccc(C(=O)Nc2ccncc2)cc1	-1	7	3	13	-10	0	-4	0.0

Record cards, as listed above. Values in the order: A3A deaminase | CXCR6 inh | NR3A LBD binder | Gli-Sufu block | APOBEC3G inh | CCR6 antag | EBI2 block | MPTP inh
Entry for C[C@H](NC(=O)c1nc[nH]c1C(=O)N1CCN(C(=O)OC(C)(C)C)CC1)c1ccccc1 = 0 | -5 | 1 | 2 | 0 | 6 | 4 | 1.5
Entry for CNc1nc(SCC(=O)OC)nc(N2CCOCC2)n1 = -5 | -9 | -2 | 4 | -5 | -11 | -1 | -0.2

Back to the main list, repeating the four entries before the break.
No.	mol	A3A deaminase	CXCR6 inh	NR3A LBD binder	Gli-Sufu block	APOBEC3G inh	CCR6 antag	EBI2 block	MPTP inh
22	Cc1cc(CNC(=O)COc2ccccc2)c2ccccc2n1	nt	4	0	nt	nt	7	0	6.6
23	O=C(O)c1ccccc1SC1CC(=O)N(c2ccccc2)C1=O (stereo not given)	2	-3	-5	-5	-4	9	1	-5.4
24	CNc1nc(SCC(=O)OC)nc(N2CCOCC2)n1	-5	-9	-2	4	-5	-11	-1	-0.2
25	CCN(c1ccccc1)S(=O)(=O)c1ccc(C(=O)Nc2ccncc2)cc1	-1	7	3	13	-10	0	-4	0.0
26	CC(C)(C)c1cc(CNC2CS(=O)(=O)C[C@@H]2O)cc(C(C)(C)C)c1O (stereo not given in full)	1	-3	-11	0	-1	0	-5	-0.7
27	CCOc1ccc(CN2CCN(c3ncnc4scc(-c5ccccc5)c34)CC2)cc1	-1	3	-3	8	-2	18	9	-2.2
28	Cc1nc2ccc(S(=O)(=O)NCC(=O)N3CCc4ccccc4C3)cc2s1	0	-10	5	-3	1	-7	10	0.7
29	CCCC(=O)Nc1ccc2oc(-c3cncc(Br)c3)nc2c1	2	6	2	-74	-4	-5	-11	1.6
30	O=C(c1ccc(CSc2ccccc2)cc1)N1CCN(c2ccccc2)CC1	4	7	-3	-11	1	12	7	1.5
31	Cc1cc(N=Nc2ccc(Cl)cc2)cc(CN2CCCC2)c1O	-4	16	1	11	-3	40	-1	-1.4
32	Cn1ccnc1SCC(=O)Nc1cccc(C#N)c1	3	0	-1	13	0	3	-13	-3.0
33	CCCCCn1cnnc1SCC(=O)c1ccc2c(c1)OCO2	-5	1	2	-2	-7	9	-5	0.8
34	O=C(CCc1nnc2ccc(NCc3ccco3)nn12)Nc1ccc(F)cc1F	0	0	4	3	-6	-8	2	-3.1
35	COc1ccccc1CC(=O)NCCN1CCCCC1	-3	6	2	-6	-11	-13	3	-0.6
36	C=C(C)C(=O)Nc1cccc(C2=NOC3(C2)C[C@H](C(N)=O)N(C(=O)CC)C3)c1 (stereo not given in full)	9	-3	0	-11	88*	5	0	-1.9
37	CC(=O)c1cc2c(cc1NC(=O)CSc1ccc(S(=O)(=O)N(C)C)cn1)OCO2	0	-1	6	5	-4	2	2	-1.4
38	COc1cc(OC)c(OC)cc1CN1CCCC(C(=O)c2ccc3c(c2)OCO3)C1 (stereo not given)	0	6	0	27	-9	9	-3	4.9
39	CCOc1cc(/C=N/NC(=O)CSc2nncn2C)ccc1OCc1cccc(C)c1	-4	4	-2	-4	-2	10	-11	1.2
40	COc1ccc(C(=O)NCCSCc2ccc(Cl)cc2)cc1OC	-5	-7	3	16	-1	4	8	-1.0
41	Cc1ccc(NC(=O)NC2C(NC(=O)Nc3ccc(C)cc3)N(C)C(=O)N2C)cc1 (stereo not given)	5	-2	-1	-2	-1	-18	-7	-3.0
42	CC(C)Cn1c(N)c(C=O)c(=O)n(C)c1=O	3	-4	0	-35	1	-3	-11	-2.3
43	COc1ccc(-c2nnc(SCC(=O)N(C)C3CCS(=O)(=O)C3)n2C(C)C)cc1 (stereo not given)	-1	3	-1	4	-4	-12	-2	0.5
44	NC(=S)N/N=C1\CCOc2ccc(F)cc21	-3	-6	4	-9	-4	-1	-4	1.5
45	CC(C)(C)NC(=O)C(c1ccco1)N(C(=O)Cn1nnc(-c2ccc(F)cc2)n1)c1cccc(F)c1 (stereo not given)	-4	-1	-1	1	-7	7	5	0.5
46	Cc1n[nH]c(=O)n1-c1cccc(C(F)(F)F)c1	-7	-5	-1	-24	-5	-2	4	0.4
47	CCCCOC(=O)Cn1c(=N)n(CCN(CC)CC)c2ccccc21	-2	-1	0	5	-7	17	1	-0.6
48	CCOC(=O)c1sc(NNC(=O)c2ccc(C)cc2)nc1C	-4	-11	1	-10	-4	-3	2	3.7
49	O=C(COc1ccccc1)N[C@@H]1c2ccccc2CC[C@@H]1O	0	-4	3	8	-3	19	-4	-0.2
50	CCc1nc(SCC(=O)NCc2ccccc2)c2c(=O)n(C)c(=O)n(C)c2n1	0	-4	4	5	4	1	-6	-1.8

4 entries from above, with each value named.
[32] Cn1ccnc1SCC(=O)Nc1cccc(C#N)c1
  A3A deaminase: 3 | CXCR6 inh: 0 | NR3A LBD binder: -1 | Gli-Sufu block: 13 | APOBEC3G inh: 0 | CCR6 antag: 3 | EBI2 block: -13 | MPTP inh: -3.0

[33] CCCCCn1cnnc1SCC(=O)c1ccc2c(c1)OCO2
  A3A deaminase: -5 | CXCR6 inh: 1 | NR3A LBD binder: 2 | Gli-Sufu block: -2 | APOBEC3G inh: -7 | CCR6 antag: 9 | EBI2 block: -5 | MPTP inh: 0.8

[34] O=C(CCc1nnc2ccc(NCc3ccco3)nn12)Nc1ccc(F)cc1F
  A3A deaminase: 0 | CXCR6 inh: 0 | NR3A LBD binder: 4 | Gli-Sufu block: 3 | APOBEC3G inh: -6 | CCR6 antag: -8 | EBI2 block: 2 | MPTP inh: -3.1

[35] COc1ccccc1CC(=O)NCCN1CCCCC1
  A3A deaminase: -3 | CXCR6 inh: 6 | NR3A LBD binder: 2 | Gli-Sufu block: -6 | APOBEC3G inh: -11 | CCR6 antag: -13 | EBI2 block: 3 | MPTP inh: -0.6

Carrying on:
No.	mol	A3A deaminase	CXCR6 inh	NR3A LBD binder	Gli-Sufu block	APOBEC3G inh	CCR6 antag	EBI2 block	MPTP inh
51	COc1ccc(N(C(=O)Cn2nnc3ccccc32)C(C(=O)NCc2ccco2)c2cccnc2)cc1 (stereo not given)	3	-5	-1	1	2	7	6	-1.3
52	Fc1ccc(CSc2ccc(-c3cccs3)nn2)cc1	-7	-2	1	-75	-8	-14	2	1.8
53	NC(=O)C1CCN(CC(=O)Nc2ccc3c(c2)OCCO3)CC1	2	4	-1	2	4	9	-8	1.3
54	COc1ccc(NC(=O)c2c(NC(=O)CNCc3ccco3)sc3c2CCC3)c(OC)c1	-17	8	-1	2	-4	15	24	-0.1
55	CNc1cc([N+](=O)[O-])ccc1OCc1ccccc1	-3	4	3	-2	-1	26	18	1.2
56	Cc1oc2c(C)c3oc(=O)c(CCC(=O)N4C[C@H]5C[C@@H](C4)c4cccc(=O)n4C5)c(C)c3cc2c1C	7	1	-1	3	-1	8	0	3.2
57	O=C(O)CC/C(=N\NC(=O)c1ccc(F)cc1)c1ccc(Br)cc1	1	6	-2	-8	-4	7	2	-2.8
58	Cc1ccc(/C(N)=N/OC(=O)c2cccc(F)c2)cc1	-8	-13	9	-2	-7	8	7	0.6
59	CCC1Sc2ccccc2N(CC(=O)NCCC2=CCCCC2)C1=O (stereo not given)	-1	9	2	3	-4	23	2	-0.9
60	COc1ccc(Nc2nnc(SCC(=O)NC(=O)Nc3ccc4c(c3)OCCO4)s2)cc1	-1	3	4	-13	-9	0	5	3.9
61	Cc1c(Br)c(C(=O)NCc2cc3cc(Cl)ccc3[nH]2)nn1C	5	-7	3	-5	3	15	3	-0.6
62	CC(C)C(=O)Nc1ccccc1N1CCN(C(=O)c2ccccc2)CC1	7	11	-5	-4	4	-2	-26	1.8
63	CCCCNC(=O)CSc1nc(O)c(Cc2ccc(OC)cc2)c(=O)[nH]1	-1	4	-1	-9	-6	10	-1	0.6
